# NR2E3 ag-1: human photoreceptor-specific nuclear receptor agonism; inhibition of corepressor binding, % at 3.98 µM; Q9Y5X4; AID 602229; CHO-S Gal4-NCOR/VP16-NR2E3 two-hybrid, luciferase; 0.35% of 360,000 active;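 active = inhibition above the mean of all tested compounds plus 3 SD, cut at about 70% in these data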;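 also: 0% = DMSO with NR2E3 transfected cells and 100% = cells lacking NR2E3 construct; higher means lower luciferase signal from less NR2E3 corepressor binding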
# Target sequence (Q9Y5X4 whole entry, looked up, the tested form may be a part): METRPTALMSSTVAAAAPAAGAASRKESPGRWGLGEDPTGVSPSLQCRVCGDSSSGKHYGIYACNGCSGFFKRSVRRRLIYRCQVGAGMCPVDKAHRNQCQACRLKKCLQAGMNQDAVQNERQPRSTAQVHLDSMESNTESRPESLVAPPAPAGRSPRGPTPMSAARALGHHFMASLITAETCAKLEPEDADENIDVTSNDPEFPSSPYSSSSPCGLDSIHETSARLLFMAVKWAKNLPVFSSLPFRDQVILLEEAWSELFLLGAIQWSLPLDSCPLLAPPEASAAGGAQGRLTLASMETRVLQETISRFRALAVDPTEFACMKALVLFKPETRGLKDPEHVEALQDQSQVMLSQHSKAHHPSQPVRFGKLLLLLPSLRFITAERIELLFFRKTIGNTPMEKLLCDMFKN
# TRAIL sens C8: caspase-8 TRAIL sensitization | NB7+C8 cells + TRAIL, ATPlite viability luminescence | inhibition (viability loss, TRAIL sensitization), % at 10 µM | 1% of 360,000 active | AID 624354;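 active = compounds causing at least 50% loss of cell viability in the single-dose screen, relative to plate controls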
# CF NFkB block: blocks PAF-induced NF-kB reporter in cystic fibrosis cells. AID 588850. 0.86% of 360,000 active. KKLEB NF-kB-GFP reporter, GFP fluorescence overnight. inhibition, % at 5 µM;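 active = at least 50% inhibition at 5 µM, scaled per plate between neutral and stimulator controls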;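 also: PAF is a Pseudomonas aeruginosa culture filtrate used as stimulus; plate controls were PAF-stimulated DMSO wells for no effect and unstimulated DMSO wells for full effect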
# NR2E3 ag-2: activates human photoreceptor nuclear receptor NR2E3. Q9Y5X4. GST-NR2E3/biotin-RetCOR TR-FRET, 1536-well. inhibition of corepressor binding, % at 4.78 µM. 0.12% of 320,000 active. AID 2300;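 active = percent inhibition above the cutoff of mean plus 3 SD of all tested compounds, set per screening campaign, cut at about 20% in these data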;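 also: 0% = DMSO wells and 100% = biotin wells as full block of FRET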
#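 Material – GST-tagged NR2E3 plus biotinylated RetCOR corepressor · Quantity – NR2E3 fusion 1.35 nM · Times – 5 h incubation at 4 °C · Medium – pH 7.5 Tris-based buffer · Technique – TR-FRET, Eu(K)-anti-GST donor, streptavidin-D2 acceptor, ex 340, em 617/671 nm · Benchmarks – high control biotin, low control 0.6% DMSO · Format – 1536-well plates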
# Shn3 3UTR inh: inhibitors of Schnurri-3 3'UTR reporter in osteoblasts. Clone20 osteoblast Shn3 3'UTR firefly luciferase, 24 h. inhibition, % at 12.5 µM. 0.52% of 360,000 active;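 active = mean inhibition of at least 75% with every replicate also reaching 75%; inconclusive = mean inhibition at least 75% but some replicate below; inactive = mean inhibition below 75%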;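 also: 0% = median of neutral control wells and 100% = pilot-screen positive control compound; some compounds past the cut are filed as inactive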
# HIF-2a inh: HIF-2a inhibition; inhibition, % at 18.8 µM; AID 624352; 0.72% of 360,000 active; 786-0 RCC cells HIF-2a reporter, luciferase luminescence, overnight;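 active = inhibition of the luminescence signal of 40% or more relative to plate controls, in a single-dose primary screen at 18.75 µM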
# EBV LMP1 NFkB: reduces LMP1-driven NF-kappaB luciferase signal; LMP1-induced NF-kappaB luciferase reporter cells, luminescence; inhibition, % at 12.5 µM; 0.69% of 350,000 active; in the data active = inhibition above about 41%; inconclusive = no clear call, values can overlap the other calls;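 also: 0% = neutral control wells and 100% = reference inhibitor control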
# Peg3 promoter: inhibitors of Peg3 promoter | HeLa PEG-Prom luciferase reporter, luminescence, overnight | inhibition, % at 20 µM | 1.7% of 360,000 active | AID 588405;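 active = inhibition of at least 50% at 20 µM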
# hiPSC survival: enhancers of human iPSC single-cell survival | hiPSC single-cell survival, ATPlite luminescence; 100% = ROCK inhibitor wells, 0% = DMSO | survival enhancement, % at 20 µM | 0.044% of 360,000 active | AID 602274; in the data active = survival enhancement above about 18%;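 also: cells exposed to compounds for 16 hours before the ATP read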
# TRPM1 prom inh: reduces MITF-dependent TRPM1 promoter luciferase signal. SK-MEL-5 TRPM1 promoter luciferase, 24 h. inhibition, % at 12.5 µM. 0.83% of 330,000 active;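 active = mean inhibition across replicates of 60% or more, whatever share of single replicates reaches that level; inconclusive = some that reach 60%, reason not given; inactive = mean inhibition across replicates below 60%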; also: values of inactives mirror those of a sister screen read the other way
# KKLEB cytotox: counter-screen for CF NF-kB inhibitors: cytotoxicity. KKLEB CF airway cells viability, ATPlite luminescence, overnight; active compounds read low; cells stimulated with P. aeruginosa culture filtrate. activity change (cytotoxicity), % at 5 µM. 0.36% of 360,000 active. AID 602141;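 active = corrected activity change at or below -50% at 5 µM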
# * hit, by the source's call; i = inactive; ? = inconclusive; . = not tested or not shown.
SMILES,NR2E3 ag-1,TRAIL sens C8,CF NFkB block,NR2E3 ag-2,Shn3 3UTR inh,HIF-2a inh,EBV LMP1 NFkB,Peg3 promoter,hiPSC survival,TRPM1 prom inh,KKLEB cytotox
C=CCn1c(O)c(N=NC(=S)Nc2ccccc2C)c2cc(S(=O)(=O)N3CCOCC3)ccc21,63,14,-6,1,43,14,43*,13,-0.2,36,8
CCc1ccc(NC(=O)Cn2nnc(C(=O)NCc3ccc(OC)cc3)c2N)cc1,-13,-18,-5,3,8,5,-9,-7,-0.8,3,3
O=c1cc(CO)oc(CN2CCC(Cc3ccccc3)CC2)c1O,-3,1,-15,2,-2,15,1,14,-1.9,6,8
CC(NC(=O)c1nn(C)c2c1CS(=O)(=O)c1ccccc1-2)c1ccccc1 (configuration not stated),-17,-5,12,3,-15,0,5,-3,2.1,-11,-4
O=C(COC(=O)c1ccccc1NC(=O)c1ccco1)NC1CC1,-7,8,1,5,-4,10,-3,-4,1.9,9,7
Cn1c(=O)[nH]c2nc[nH]c2c1=O,-1,-10,5,2,7,10,4,-15,-0.2,-3,-2
O=C(CCCc1ccccc1)NCCc1ccc(F)cc1,-36,-3,-3,1,-7,-104,0,-52,0.3,-12,2
CCCn1nc2cc(C(=O)NCc3ccc(OC)cc3)ccc2c1OCC,0,-2,1,3,-16,-5,-1,5,-0.7,-4,-4
CC(C)(C)OC(=O)N1CCCC(C(=O)Nc2cccc(C(=O)N3CCCC3)c2)C1 (configuration not stated),5,-11,-23,.,-13,5,-7,-3,-1.4,7,-3
Cc1ccc(S(=O)(=O)N2CCN(C(=O)COC(=O)C3CCC3)CC2)cc1,10,-8,18,3,-3,7,-4,-1,0.0,1,-17
COC(=O)c1ccccc1NC(=O)Nc1cnccn1,5,9,-10,1,-4,5,6,7,-2.0,2,14
Cc1ccc([N+](=O)[O-])c(OCCN2CCc3ccccc3C2)c1,-24,0,-4,2,-6,-74,-4,-7,0.0,-7,15
Cc1cc(C)c(C(=O)COC(=O)CCNS(=O)(=O)c2c(Cl)cccc2Cl)cc1C,2,-1,7,-2,0,13,-2,21,2.4,-8,2
C/C(=N\NC(=O)CNC(=O)c1ccc(Br)cc1)c1ccco1,-7,-22,-7,2,5,1,-2,-6,0.6,1,1
COc1ccc(C2Nc3ccccc3C(=O)N2c2ccc(C)cc2)cc1Cn1nnc2ccccc21 (configuration not stated),-152,6,13,0,-14,-215,-12,-212,-0.7,-88,3
COC(=O)c1ccc(COC(=O)c2ccc(CS(=O)(=O)c3ccc(C)cc3)cc2)cc1,4,10,20,0,9,7,8,-2,1.7,-12,-8
CCOc1cc(/C=C2\CCCC(C(=O)C(F)(F)F)=C2O)ccc1O,-14,4,20,-3,-189,-22,9,-44,-0.6,7,10
O=C(/C=C/c1cccc(F)c1)Nc1cc(S(=O)(=O)N2CCOCC2)ccc1Cl,30,12,2,.,-13,6,-10,6,-1.3,12,2
CCN1CCN(Cc2cccc(Oc3ccccc3)c2)CC1,-4,7,2,-1,14,1,-9,6,0.0,-3,-6
CC1CCCC(NC(=O)CCNC(=O)c2ccc(Br)cc2)C1C (configuration not stated),-12,13,8,-1,4,-9,-4,-4,0.8,-18,-8
CC1CCc2c(sc3nn[nH]c(=O)c23)C1 (configuration not stated),-24,-3,35,-1,-9,-16,2,7,3.5,1,8
COc1cccc(CCNC(=O)C2CCCN(c3ncnc4c3nc3n4CCCCC3)C2)c1OC (configuration not stated),-5,13,0,-3,14,17,-2,13,-0.1,-17,12
CCc1ccccc1NC(=O)Nc1cnccn1,-3,7,-6,-1,4,7,4,12,1.2,18,-2
Cc1nnc(CN(C)Cc2cn[nH]c2-c2ccc(-c3ccccc3)cc2)o1,-10,3,8,-1,1,-5,-1,-16,-0.9,0,-14
O=C(Nc1cccc(-c2nnc(-c3ccccc3)o2)c1)C1CC1,-58,5,-9,5,-8,-192,-12,-178,-1.0,-62,7
CN1CCN(CCN2CCn3c2nc2ccccc23)CC1,-8,6,4,3,-4,-17,-2,-15,-1.7,-16,2
CCc1nnc(NC(=O)c2cc(-c3cccnc3)nc3ccccc23)s1,2,-3,-18,-3,4,20,-7,14,1.4,6,-3
CN(CCc1ccccn1)S(=O)(=O)c1ccccc1F,11,-3,-3,-2,-10,3,-11,8,-0.3,-7,-12
C=CCOc1c(Br)cc(/C=N/O)cc1OCC,-31,-6,19,-4,5,23,0,-4,-1.2,14,-1
COc1ccccc1-c1cc(C2CC2)nc(N)c1C#N,-23,-4,17,0,-27,-35,-3,-20,-0.6,10,-9
COc1ccc2cc(C3CC(c4cccs4)=NN3S(C)(=O)=O)c(Cl)nc2c1 (configuration not stated),-4,3,-3,4,0,-42,4,-36,1.5,-17,7
COC(=O)c1nc2n(n1)C(c1cccc(Cl)c1)C1=C(CC(C)(C)CC1=O)N2 (configuration not stated),-30,10,2,0,-4,9,-17,9,0.2,-1,-4
Cc1c(OCC(=O)NC2CCN(Cc3ccccc3)CC2)ccc2c3c(c(=O)oc12)CCC3,-3,3,-18,-3,5,-9,1,19,-0.6,4,3
COc1ccc(OC)c(C(=O)Cn2nnc(-c3ccc(N4CCOCC4)cc3)n2)c1,-3,24,-11,1,4,-18,8,-9,0.8,-27,-6
COCCn1nnnc1CN(Cc1cccnc1)Cc1cc2cc(OC)ccc2[nH]c1=O,-12,-12,-1,.,-10,1,1,5,0.7,3,-16
CCCC(=O)Nc1nnc(COC)s1,-16,-2,-9,4,5,-2,10,2,0.6,-5,3
N#CC1(NC(=O)COC(=O)c2nc(Cl)ccc2Cl)CCCCC1,2,-8,-23,4,6,15,-1,8,1.1,9,23
CNC(=S)N(Cc1cccs1)Cc1cc2ccc(OC)cc2[nH]c1=O,6,12,-3,2,19,12,-5,-80,3.9,-4,-6
O=C(NCC1CCCO1)C(c1ccc(N2CCOCC2)cc1)N(C(=O)Cn1nnc2ccccc21)c1ccccc1F (configuration not stated),11,16,10,-3,-73,8,-3,2,0.3,-8,-5
N=c1c2c(-c3ccccc3)c(-c3ccccc3)n(Cc3ccco3)c2ncn1CCCO,-14,5,-13,-4,7,28,.,17,0.0,.,0
COc1ccccc1Cn1c(C)c(C(=O)NCc2ccc(C#N)cc2)sc1=O,7,3,-13,.,6,-10,.,1,0.2,.,-6
Cc1cccc(NC(=O)C2CCN(S(=O)(=O)c3ccc4c(c3)NC(=O)CO4)CC2)c1,-30,-19,10,-1,-12,7,6,9,-0.1,-2,-23
CCNC(=S)NNC(=O)c1cc(CC(C)C)nc2ccccc12,-5,-1,-8,2,28,7,0,1,3.1,17,-8
CCN(CC)CCCn1c2c(c(SCC(=O)Nc3ccccc3Cl)nc1=O)CCC2,-27,6,-11,-1,-12,-11,3,-18,0.2,-7,9
CCCCOc1ccc(C(=O)NCCC(=O)NCCCC(=O)OCC)cc1,8,19,-3,0,2,13,0,18,0.4,i,1
COc1ccc(NC(=O)N(Cc2cc3cc(OC)ccc3[nH]c2=O)CC2CCCO2)cc1 (configuration not stated),-29,4,-10,4,10,4,11,13,-0.8,3,0
CC(=O)Nc1ccc(S(=O)(=O)Nc2ccc(S(=O)(=O)N3CCCC3)cc2)cc1,-20,12,0,-1,-13,-12,9,15,-0.7,1,8
CN(C)c1cccc(C(=O)NNC(=O)/C=C/c2cccs2)c1,-15,3,3,4,-9,-14,-1,-26,-0.4,1,3
COC(=O)c1cccc(Nc2nc(-c3ccncc3)nc3ccccc23)c1,-13,16,-13,0,-3,-7,-8,40,0.2,0,-15
Cc1ccc(C(=O)NCC(=O)NCc2cc(=O)n(C)c(=O)n2C)cc1,-3,7,-10,-1,26,-3,6,8,-0.3,5,-1
COc1ccc(NC(=O)COC(=O)Cc2c(F)cccc2Cl)cc1OC,-16,2,4,-1,49,-8,11,-9,2.1,4,-4
COc1cc(OC)cc(C(=O)N[C@H](C(=O)NC2=NCCS2)C(C)C)c1,14,-7,2,.,-7,21,1,21,1.7,10,-4
COc1ccc2occ(C(=O)c3ccc(N)cc3)c2c1,-102,9,30,.,-1,-110,-23,-308,-0.3,-44,1
CCOc1ccc(Cc2nnc(SCC(N)=O)n2C)cc1,6,-17,18,-1,0,11,-27,-47,-2.0,5,0
Nn1c(SCC(=O)Nc2ccc3c(c2)OCO3)nnc1-c1ccc(Cl)cc1,-32,1,16,2,-11,8,1,-1,-0.5,12,-12
O=C(O)c1csc(-c2cccc(Cl)c2)n1,-7,6,10,2,-14,-5,-9,-17,-0.8,-1,-25
COc1ccccc1NC(=O)CSc1nnc(Cc2cc(=O)[nH]c(=O)[nH]2)n1-c1ccccc1,-20,2,-2,3,-45,19,-3,-14,-1.1,3,5
COc1ccc(Cc2nc3ccc(C(=O)NCCc4cccc(C)n4)cc3o2)cc1,-22,7,-4,-1,-5,-16,7,-27,-0.5,-2,-2
CC(=O)Nc1cccc(NC(=O)CSc2nccn2Cc2ccco2)c1,-11,-3,6,0,15,-7,6,-15,-0.1,9,11
CCOc1ccc(C2C(C#N)=C(N)Oc3cc(O)ccc32)cc1OCC (configuration not stated),-33,5,19,0,-18,16,9,31,-0.3,12,-7
# (more compounds)
SMILES,NR2E3 ag-1,TRAIL sens C8,CF NFkB block,NR2E3 ag-2,Shn3 3UTR inh,HIF-2a inh,EBV LMP1 NFkB,Peg3 promoter,hiPSC survival,TRPM1 prom inh,KKLEB cytotox
Cc1ccc(Cn2ncc(Cl)c(Cl)c2=O)cc1,-9,91*,11,6,72,98*,-94,104*,6.3,?,15
COc1ccc(NC(=O)c2sc(N)nc2-c2ccccc2)cc1,16,-4,17,0,-11,4,0,5,-3.1,2,6
NCCCCCc1nnc(SC/C=C/c2ccccc2)o1,-3,-5,-10,-1,-2,12,0,5,-0.2,-4,-9
O=[N+]([O-])c1ccc(SCc2c(F)cccc2Cl)nc1,13,-10,14,1,8,-84,-5,-27,-0.4,-7,-3
O=C(COc1cccc(F)c1)Oc1ccc(C(=O)c2ccccc2)cc1,-5,8,9,7,8,-4,-1,-20,-0.3,-10,4
Cc1ccc(Cl)cc1N(CC(=O)N1CCCCCC1)S(C)(=O)=O,-18,-1,-14,1,-13,19,-7,4,1.9,1,0

# Profiles from above. Order of screens: NR2E3 ag-1	TRAIL sens C8	CF NFkB block	NR2E3 ag-2	Shn3 3UTR inh	HIF-2a inh	EBV LMP1 NFkB	Peg3 promoter	hiPSC survival	TRPM1 prom inh	KKLEB cytotox
# COc1ccc(NC(=O)c2sc(N)nc2-c2ccccc2)cc1 is listed with 16	-4	17	0	-11	4	0	5	-3.1	2	6
# O=C(COc1cccc(F)c1)Oc1ccc(C(=O)c2ccccc2)cc1 is listed with -5	8	9	7	8	-4	-1	-20	-0.3	-10	4

# A portion of the library; the hit share may differ from the screen's.
